High-throughput results as filed in PubChem BioAssay.
mcGAS RapidFire = inhibitors of Mus musculus cyclic GMP-AMP synthase, initial high-throughput assay, cell-free, RapidFire MS; Q8C6L5; recombinant mouse cGAS, cGAMP by RapidFire MS; inhibition, % at 12.5 µM; 130,000 tested, 0.18% active; AID 1259397, 2018;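 active = inhibition of cGAS enzyme activity at or above 60%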;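 note: enzyme stimulated by 45 bp dsDNA with ATP and GTP substrates; cGAMP share of summed cGAMP plus half ATP and half GTP signals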
Target sequence (Q8C6L5 whole entry, looked up): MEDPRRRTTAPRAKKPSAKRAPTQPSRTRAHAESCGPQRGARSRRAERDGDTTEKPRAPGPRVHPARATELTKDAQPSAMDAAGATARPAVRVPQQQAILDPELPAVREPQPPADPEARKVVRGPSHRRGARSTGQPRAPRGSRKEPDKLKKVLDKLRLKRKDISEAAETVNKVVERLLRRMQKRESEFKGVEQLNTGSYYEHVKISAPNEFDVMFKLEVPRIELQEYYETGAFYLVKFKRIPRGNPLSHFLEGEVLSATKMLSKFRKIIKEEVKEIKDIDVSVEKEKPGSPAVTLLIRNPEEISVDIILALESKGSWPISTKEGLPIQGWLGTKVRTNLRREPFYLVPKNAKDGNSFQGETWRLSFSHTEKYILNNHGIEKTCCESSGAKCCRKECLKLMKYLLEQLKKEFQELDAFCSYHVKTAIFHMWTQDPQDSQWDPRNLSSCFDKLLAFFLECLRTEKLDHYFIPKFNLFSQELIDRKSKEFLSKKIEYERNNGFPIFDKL
* = called active by the depositor. A portion of the library; the hit share may differ from the screen's.

Structure,mcGAS RapidFire
O=c1ccc(=O)n(CCNC2CCN(Cc3ccccc3)CC2)[nH]1,-6
COc1ncccc1C(=O)N1CCCC2(CC1)CNC(=O)O2 (stereo unspecified),-19
CCc1ccc(C(=O)Nc2cccc3c2CCN3C)cc1,-17
CCn1ccnc1SC(C)C(=O)NCc1ccc(OC)c(OC)c1 (stereo unspecified),-7
CCN1C(=O)C(=NC(C(C)=O)c2ccccc2)SC1=S (stereo unspecified),-2
C/C(=C/C(=O)O)c1ccc(F)cc1F,1
CCNC(=O)N1CCc2c(cnc(C)c2-c2noc(C3CCOC3)n2)C1 (stereo unspecified),7
CC1CN(C(=O)COc2ccccc2Cl)c2ccccc2NC1=O (stereo unspecified),-10
COc1ccc(-n2nc(C(C)=O)c(C#N)c2-c2ccco2)cc1,-8
CC(SCc1cc(=O)n2[nH]c(N)nc2n1)c1ccccc1Cl (stereo unspecified),-9
CC(NCC(=O)NCCCc1ccccc1)c1ccc(F)cc1F (stereo unspecified),-13
CO[C@H]1CN(C(=O)c2ccccc2Oc2ccccc2)CC[C@H]1N,-1
COc1cccc(C2C3(C#N)C(N)=NC(OC)(OC)C23C#N)c1 (stereo unspecified),10
Cc1ccccc1NC(=O)C(C)Nc1cccc(COC(C)C)c1 (stereo unspecified),7
CC(C)c1noc(CCC(=O)N2CCC3(CC2)NC(=O)NC3=O)n1,-4
COc1ccc(-n2ccnc2CN2CCc3c([nH]c4ccccc34)C2c2ccccn2)cc1 (stereo unspecified),2
O=C(CC1C(=O)NCCN1Cc1ccccn1)NCC1(c2ccccc2)CCCC1 (stereo unspecified),-8
COc1cc2c(cc1-c1nccn1CCn1nc(C)cc1C)CCC2,-15
Cc1cc(C(=O)NC(C)C2CCCO2)no1 (stereo unspecified),-1
Cc1nc2sccn2c1C(=O)NCCc1nnc2n1CCNCC2,-12
COc1cc(CN(C)C(=O)c2cccs2)ccc1O,0
CN1C(=C2C=NN(C)P2(=O)Nc2ccccc2)C(C)(C)c2ccccc21 (stereo unspecified),-31
COc1ccc(CCNC(=O)CSc2ncnc3sc4c(c23)CCC4)cc1OC,-8
O=C(c1ccc(Cl)cc1)c1c[nH]c2c(F)cc(F)cc2c1=O,14
O=C(C1CCS(=O)(=O)C1)N1CCN(CCc2ccccc2Cl)CC1 (stereo unspecified),-5
C=CCCn1c(=O)n(CC2CC2)c2ccc(C(=O)O)cc21,-12
Cn1cccc1C(=O)N1CCn2c(nnc2C(=O)N2CCCCC2)C1,-15
Cc1ccccc1NC(=O)N1CCCC(c2n[nH]c(=O)n2-c2ccccc2)C1 (stereo unspecified),-101
C=CCNC(=O)NC(=O)CN1CCCN(Cc2ccccc2C)CC1,-28
NC(=O)CC1CCCCN1CCC(=O)Nc1cc(F)cc(F)c1 (stereo unspecified),-3
CCOC(=O)c1cnc(SCC(=O)N(C)c2ccccc2)nc1N,-3
CN1CCc2c1nc1ccccc1c2N=C1CCCN1c1ccccc1,0
FC(F)(F)C1CCCN(Cn2nc(-c3ccncc3)n(C3CC3)c2=S)C1 (stereo unspecified),-2
Cc1cccc2[nH]c(CCN(C)C(=O)c3ccoc3)nc12,-25
COc1cccc(C2(C)NC(=O)N(Cc3c(C)noc3C)C2=O)c1 (stereo unspecified),-11
NC(=O)c1sc(-c2ccsc2)cc1N,-3

A second format for 16 compounds above.
mcGAS RapidFire | molecule
0 | COc1cc(CN(C)C(=O)c2cccs2)ccc1O
-31 | CN1C(=C2C=NN(C)P2(=O)Nc2ccccc2)C(C)(C)c2ccccc21 (stereo unspecified)
-8 | COc1ccc(CCNC(=O)CSc2ncnc3sc4c(c23)CCC4)cc1OC
14 | O=C(c1ccc(Cl)cc1)c1c[nH]c2c(F)cc(F)cc2c1=O
-5 | O=C(C1CCS(=O)(=O)C1)N1CCN(CCc2ccccc2Cl)CC1 (stereo unspecified)
-12 | C=CCCn1c(=O)n(CC2CC2)c2ccc(C(=O)O)cc21
-15 | Cn1cccc1C(=O)N1CCn2c(nnc2C(=O)N2CCCCC2)C1
-101 | Cc1ccccc1NC(=O)N1CCCC(c2n[nH]c(=O)n2-c2ccccc2)C1 (stereo unspecified)
-28 | C=CCNC(=O)NC(=O)CN1CCCN(Cc2ccccc2C)CC1
-3 | NC(=O)CC1CCCCN1CCC(=O)Nc1cc(F)cc(F)c1 (stereo unspecified)
-3 | CCOC(=O)c1cnc(SCC(=O)N(C)c2ccccc2)nc1N
0 | CN1CCc2c1nc1ccccc1c2N=C1CCCN1c1ccccc1
-2 | FC(F)(F)C1CCCN(Cn2nc(-c3ccncc3)n(C3CC3)c2=S)C1 (stereo unspecified)
-25 | Cc1cccc2[nH]c(CCN(C)C(=O)c3ccoc3)nc12
-11 | COc1cccc(C2(C)NC(=O)N(Cc3c(C)noc3C)C2=O)c1 (stereo unspecified)
-3 | NC(=O)c1sc(-c2ccsc2)cc1N

(list continues)
Structure,mcGAS RapidFire
CCn1c(C)cc(O)c(C(c2cccs2)N2CCN(C)CC2)c1=O (stereo unspecified),-5
C=CCOC(=O)C1C(C)=Nc2nc(SCC=C)[nH]c(=O)c2C1c1cccc(C)c1 (stereo unspecified),-3
CC(=O)C1=C(C)NC(=O)NC1c1ccco1 (stereo unspecified),-13
CCCCCn1c(CN2CCCCC2)nc2c1c(=O)n(C)c(=O)n2C,21
COc1ccc(-c2cnc(NC(C)=O)cn2)cc1OC,1
S=c1[nH]nc(NCCc2ccccc2)s1,12
CC(C)Cn1c(SC(C)C#N)nc2ccc(Br)cc2c1=O (stereo unspecified),-9
Cn1nc(CNCC2(O)CCCN(CC3CC3)C2=O)c2c(Cl)cccc21 (stereo unspecified),-31
O=C(NC1CCCCC1)C1C2CC3C(OC(=O)C31)C2Br (stereo unspecified),-3
NS(=O)(=O)CCNC(=O)CC1CCC(c2ccccc2)CC1 (stereo unspecified),2
O=C(NC1CCN(C(=O)c2cc3c(s2)CCCCC3)CC1)c1cccnc1,6
CCn1cc(NC(=O)Cc2noc3ccccc23)ccc1=O,4
COC1CCN(C(=O)C(=O)Nc2ccc(Br)c(C(F)(F)F)c2)CC1,-2
C[C@]12CCC3c4ccc(OC(=O)c5ccccc5)cc4CCC3C1CCC2=O (stereo partly specified),-15
CCCNC(=O)CN(C)CC(=O)c1c(N)n(CCC)c(=O)[nH]c1=O,-4
CCN(CC)S(=O)(=O)c1cc(C(=O)Nc2cc(Cl)ccc2F)ccc1C,-5
NC(c1csc(Nc2ncccn2)n1)C1CCCCC1 (stereo unspecified),6
Cc1ccc(C)n1-c1ccc(C(=O)NCC(=O)N2CCN(CC(=O)N3CCCCC3)CC2)cc1,-9
CC(=O)NCCn1ccnc1-c1c(C)n(C)n(-c2ccccc2)c1=O,-9
O=C1CC2CS(=O)(=O)CC2N1c1ccccc1 (stereo unspecified),-2
CCOP(=O)(OCC)C(=C1C=C(C(C)(C)C)C(=O)C(C(C)(C)C)=C1)P(=O)(OCC)OCC,-4
Cc1cc(C)c(C)c(OCc2nc(C(=O)O)cs2)c1,-4
COC(=O)CCC(=O)N1CCOC(Cc2ccc(OC)cc2)C1 (stereo unspecified),-8
CCc1n[nH]c2c1CN(C(=O)c1cccc(-n3nc(C)cc3C)c1)CC2,5
CCCCN1C(=O)c2ccccc2NC12CCN(C(=O)/C=C/c1ccoc1)CC2,-2
COC(=O)C1(NC(=O)c2ccc(C(F)(F)F)cc2)CCS(=O)(=O)CC1,-9
COCCNS(=O)(=O)c1cc(C(=O)O)cc(-c2cc(F)ccc2F)c1,-17
Cc1cccnc1-n1c(SC(C)C#N)nc2ccccc2c1=O (stereo unspecified),-9
O=C(Cc1n[nH]c(=O)c2ccccc12)NCCc1ccc(Cl)cc1,-9
Cc1cc(C(=O)Cn2cnc3c2c(=O)n(C)c(=O)n3C)c(C)n1CC1CCCO1 (stereo unspecified),-3
Cn1c(=NC(=O)C2=COCCO2)sc2c3ccccc3ccc21,-6
CCn1c2ccccc2c2nnc(SCC(=O)N3CCCC3=O)nc21,-9
CC1Cc2ccccc2N1Cc1cc(=O)n2[nH]cnc2n1 (stereo unspecified),-8
CC(Oc1ccc(F)cc1)C(=O)NCCCn1nc(-c2ccc(Cl)cc2)ccc1=O (stereo unspecified),6
Cc1ccsc1[C@@H]1CCN(Cc2cn[nH]c2C(=O)O)C[C@H]1O,-4
CC(=NNC(=O)OC(C)(C)C)c1ccc(Cl)s1,-8
CN1C(=CC=NNc2nc3ccccc3s2)C(C)(C)c2ccccc21,-6
CC(C)CNC(=O)NC(=O)CSc1nnc(-c2ccncc2)n1Cc1ccccc1,-6
Cc1cc(C)n(CC(C)CNC(=O)Cn2ccc(=O)[nH]c2=O)n1 (stereo unspecified),-8
CCCOc1ccc(NC(C)C(=O)NC(N)=O)c(C)c1 (stereo unspecified),0
CC12CCC(CC1=NN=Cc1ccc([N+](=O)[O-])cc1)C2(C)C (stereo unspecified),-19
Cc1cc(OCC(=O)NNC(=O)Nc2ccccc2)cc(C)c1Cl,-1
O=c1cc(CC2CNCCO2)nc2nc(-c3ccccc3Cl)[nH]n12 (stereo unspecified),5
Cc1ccsc1[C@@H]1CCN(Cc2ccncc2F)C[C@H]1O,-4
CCCNC(=O)N1CCN(c2cc(OC)ccc2OC)C(=O)C1C (stereo unspecified),-6
Cc1[nH]n(-c2ccccc2)c(=O)c1N=Nc1ccccc1C(=O)NCc1ccccc1,0
O=C(CN1C(=O)C(Oc2ccccc2)C1c1ccccc1)NCc1ccccc1Cl (stereo unspecified),-2
CC(C)Oc1ccc(OCCN[C@H]2CCCCNC2=O)cc1,0
COc1ccc(OC)c(S(=O)(=O)NC(=O)C2(C)CCN2C(=O)Cc2cc(F)ccc2F)c1 (stereo unspecified),-12
N#Cc1ccc(Cn2cnc3ccccc32)c(F)c1,0
CC1(C(=O)NS(=O)(=O)c2ccc(Cl)s2)CCN1C(=O)C1CCCCC1 (stereo unspecified),-5
Cc1c(C)n2c3c(=O)n(Cc4ccc(F)cc4)c(=O)n(C)c3nc2n1C(C)C,-6
CC(=O)Nc1ccc(OC(C)=O)cc1,3
Cc1cccc(NC(=Nc2nc(C)cc(C)n2)NC(=O)c2ccccc2)c1,-7
COc1ccc(-c2cc(N)n(C3CCS(=O)(=O)C3)n2)cc1 (stereo unspecified),-3
CC(C1CC1)N(C)C(=O)C1CC(c2ccc(Cl)cc2Cl)=NO1 (stereo unspecified),-9
CC1(C(=O)NS(=O)(=O)Cc2ccccc2)CCN1C(=O)C1(c2ccc(Cl)cc2)CCC1 (stereo unspecified),-14
COCCN(CCOC)C(=O)NCCc1ccccc1,-32
Cn1cc(C(=O)O)c(-c2ccc(NS(=O)(=O)c3cccc(F)c3)cc2)n1,-28
CS(=O)(=O)NC1CCN(Cc2sc3ccccc3c2Cl)CC1,-20

Following part:
molecule	mcGAS RapidFire
CC1(C(=O)NS(=O)(=O)c2cccc3cccnc23)CCN1C(=O)C/C=C/c1ccccc1 (stereo unspecified)	-16
O=C(NS(=O)(=O)Cc1ccon1)c1ccc(Cl)s1	6
CCn1cc(CN2CCCC(OCc3cccnc3)C2)cn1 (stereo unspecified)	2
CC(C)c1ccc(CN2CCC2(C)C(=O)Nc2ccc(Cl)c(Cl)c2)cc1 (stereo unspecified)	-1
O=S(=O)(NCCn1cncn1)N1CCCC1c1ccco1 (stereo unspecified)	-9
O=C(CCc1nc2ccccc2s1)NC1CCN(Cc2ccccc2)C1 (stereo unspecified)	-1
Cc1ccc(Nc2nc(NCCc3ccccc3)nc3nccnc23)cc1C	-17
Cc1cnc2c(c1N1CCCCCC1)c(=O)n(C)c(=O)n2C	-6
COc1ccc2oc(=O)c(-c3csc(NNc4ccccc4)n3)cc2c1	4
CCOC(=O)c1nn(-c2cccc(Br)c2)c(=O)cc1OCC(=O)NCc1ccccc1	-6
CCCCn1c(N)c(N(CCC)C(=O)CCCSc2nnc(C)s2)c(=O)[nH]c1=O	-42
O=C(/C=C/c1ccc2c(c1)CCO2)NCC(=O)Nc1cn[nH]c1	29
Cc1nccn1CCC1CCN(CCC(=O)Nc2cccnc2)CC1	-3
CCOC(=O)N1CCC(N2CCC(N3CCC(C(=O)NC4CC4)CC3)CC2)CC1	-4
N#Cc1ccc(S(=O)(=O)NC(=O)c2sccc2C2CC2)cc1	-1
Cn1cnc2c1c(=O)n(CC(=O)N(Cc1ccco1)Cc1cccs1)c(=O)n2C	-6
CC1=NNc2nc3c(c(=O)n(Cc4ccccc4F)c(=O)n3C)n2C1	3
CCCCCSc1n[nH]c(N)n1	24
CN(C/C=C/c1ccccc1)C(=O)CC1C(=O)NCCN1Cc1ccoc1 (stereo unspecified)	-9
Cc1sc2[nH]c(=S)n(C)c(=O)c2c1C	11
C=CCn1c(NCCC(c2ccccc2)c2ccccc2)nc2c1c(=O)[nH]c(=O)n2C	-1
CC(C)NC(=O)Nc1c(-c2cccc(Cl)c2)n[nH]c1C1CC1	-10
O=[N+]([O-])c1ccc(CON=Cc2ccc(OC(F)F)cc2)cc1	45
COc1ncccc1NS(=O)(=O)c1ccc(Br)c(C)c1	-4
CCOc1ccccc1N1CCN(S(=O)(=O)c2ccc(Br)cc2)CC1	-2
CSc1ccc(C(=O)C2CCCN(C(=O)CN3CCOC3=O)C2)cc1 (stereo unspecified)	7
Cc1cc(C)nc(NN=C2C(=O)c3cccc4cccc2c34)n1	-3
Cc1cc(OCC(=O)Nc2ccc(C(C)C)cc2)no1	9
Cc1csc(CN(CC2CCCO2)C(=O)C2CC3C=CC2C3)n1 (stereo unspecified)	0
O=S(=O)(O)CC(S)CS (stereo unspecified)	87*

Part of the list above, with the structure last.
| mcGAS RapidFire | Structure |
| --- | --- |
| -3 | O=C(NC1CCCCC1)C1C2CC3C(OC(=O)C31)C2Br (stereo unspecified) |
| 2 | NS(=O)(=O)CCNC(=O)CC1CCC(c2ccccc2)CC1 (stereo unspecified) |

Further entries follow:
molecule	mcGAS RapidFire
COCCCNc1nc2nonc2nc1N1CCN(c2ccccc2OC)CC1C (stereo unspecified)	-3
O=C(NCCOc1cc(N2CCCC2)ncn1)c1ccccc1Cl	0
COc1cccc(OCc2ccccc2)c1C(=O)NCC(c1ccccc1)c1ccccc1	5
CC(C)N1CCN(Cc2cccc(O)c2)CC1CCO (stereo unspecified)	-11
Clc1ccc(/C=C/C2SCCCS2)c(Cl)c1	-8
